RAD54 inh = blocks human RAD54 Holliday junction branch migration; Q92698; FAM/BHQ fluorescence; inhibition, % at 10.4 µM; 360,000 tested, 0.14% active;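 active = mean normalized replicate activity at least 40 and at least half of replicates scoring 40 or more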;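 also: 0% = median of neutral control wells and 100% = median of positive control wells; inhibitors cause a drop in the FAM fluorescence signal; in these data hits start at about 50%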
Target sequence (Q92698 whole entry, looked up): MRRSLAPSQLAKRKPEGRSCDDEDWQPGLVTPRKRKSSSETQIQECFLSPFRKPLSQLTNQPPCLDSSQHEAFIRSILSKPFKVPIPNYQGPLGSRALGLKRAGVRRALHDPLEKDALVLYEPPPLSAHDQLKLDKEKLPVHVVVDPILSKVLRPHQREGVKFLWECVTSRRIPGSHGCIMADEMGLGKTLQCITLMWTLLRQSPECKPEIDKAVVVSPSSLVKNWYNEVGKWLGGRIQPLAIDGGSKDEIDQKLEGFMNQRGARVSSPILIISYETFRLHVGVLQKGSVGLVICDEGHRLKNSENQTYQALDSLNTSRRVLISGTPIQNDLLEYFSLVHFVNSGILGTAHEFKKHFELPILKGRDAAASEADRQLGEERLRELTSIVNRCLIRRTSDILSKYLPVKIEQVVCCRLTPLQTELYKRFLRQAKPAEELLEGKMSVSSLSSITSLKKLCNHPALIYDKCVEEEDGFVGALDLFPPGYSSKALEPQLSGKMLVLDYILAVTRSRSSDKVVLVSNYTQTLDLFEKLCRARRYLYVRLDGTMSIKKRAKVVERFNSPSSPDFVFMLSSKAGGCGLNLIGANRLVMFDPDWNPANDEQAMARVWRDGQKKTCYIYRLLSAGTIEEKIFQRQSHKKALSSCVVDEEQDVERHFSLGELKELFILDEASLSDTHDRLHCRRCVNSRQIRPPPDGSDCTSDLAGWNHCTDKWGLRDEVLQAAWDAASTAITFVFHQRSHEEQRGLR
esBAF inh = inhibitors of esBAF chromatin remodeling in mouse ES cells. AID 602393. 350,000 tested, 2% active. reporter increase, % at 12.5 µM. Bmi1-luciferase knock-in reporter, 24 h; 100% = twice the neutral-well signal; in the data active = activation above about 40%;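 also: 0% = median of the plate's neutral control wells and 100% = double that signal; a rise in the Bmi1 reporter signal indicates esBAF inhibition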
PglD inh = inhibitors of Campylobacter jejuni PglD acetyltransferase; purified PglD enzyme, DTNB colorimetric CoA detection; inhibition, % at 12.5 µM; 360,000 tested, 0.098% active; AID 602405; in the data active = inhibition above about 16%, passing the limit was not always enough; also: strong numbers were not always called active
An asterisk follows results filed as active. This is a subset (hit frequency here may not be typical).

Each structure is followed by: RAD54 inh, esBAF inh, PglD inh
> CCOC(=O)N1CCN(C(=O)c2ccc(N(Cc3ccc(C)cc3)S(C)(=O)=O)cc2)CC1
    -9, 0, 10
> COc1cccc2c1N1C(=O)c3c(C(=O)O)cccc3C1CC2(C)C (centres undefined)
    -3, -9, -1
> Cc1ccc(C)n1NC(=O)c1ccc(Cl)cc1Cl
    7, -8, 2
> CCOC(=O)c1nn(-c2ccccc2F)c(C)c1C(C)=O
    -3, -5, 3
> Cc1cc(Oc2ccccc2)nc(SCC(N)=O)n1
    -1, 3, 2
> CCOc1ccc2[nH]c(S(=O)(=O)CC)nc2c1Cl
    -10, -2, 6
> CCS(=O)(=O)C(=C1Nc2ccccc2N1)S(=O)(=O)CC
    8, 1, 6
> COc1cc(OC)c(NC(=O)c2ccc(Br)o2)cc1Cl
    9, -4, 0
> Cc1cc(O)ccc1Nc1nc2ccccc2nc1Nc1ccc(O)cc1C
    -2, 2, -2
> Cc1ccc(OC(C)C(=O)N=Nc2c(O)[nH]c3ccc([N+](=O)[O-])cc23)cc1 (centres undefined)
    1, -7, 4
> N#CC1=C2SCN(Cc3ccccc3)CN2C(=O)CC1c1ccccc1F (centres undefined)
    -1, 2, -5
> COc1cc(C2C(C#N)=C(N)N(Nc3ccccc3)C3=C2C(=O)CC(C)(C)C3)ccc1OCc1ccccc1 (centres undefined)
    -2, 5, -5
> O=C(Nc1ccccc1)c1ccc(NC2CCCCC2)c(S(=O)(=O)N2CCOCC2)c1
    7, 14, -7
> O=C(O)c1cc(S(=O)(=O)O)ccc1O
    5, 1, -4
> COC(=O)CSc1ncc(C#N)c(N)n1
    -7, 2, -9
> COc1cc(/C=C/C(=O)NC(C)C)ccc1OCc1ccccc1
    1, 5, 4
> Cc1cccc(NC(=O)Cn2c(C)c(C#N)c3ccccc32)c1C
    -1, -5, -9
> CCO/C=N/c1c(C#N)c2c(c(=S)n1C)COC(C)(C)C2
    -1, 9, 0
> CCOC(OCC)P(=O)(c1ccccc1)c1ccccc1
    -4, -6, -1
> COc1cccc(N2CCN(Cc3nc(N)nc(Nc4ccccc4)n3)CC2)c1
    6, 3, -1
> CC(C)(C)NC(=O)CN1CCC(O)(c2ccc3c(c2)OCO3)CC1
    -2, 1, 3
> COc1ccc(Oc2ncc(CN3CCN(c4ccccc4)CC3)s2)cc1
    11, 5, -1
> Cc1cc(C(=O)OCC(=O)NC2CCCCC2)c(C)o1
    -1, 4, 0
> CCNc1nc(C)cc(COC)c1C#N
    -14, -5, -1
> O=C(Cn1cc(SCc2cccc(Cl)c2)c2ccccc21)N1CCOCC1
    7, 62*, -2
> CCn1nc(C)c(CN2CCN(Cc3ccc(OC)c(C)c3C)C(CCO)C2)c1C (centres undefined)
    -11, 2, -5
> C/C(=N\NC(=O)c1ccc(Cl)cc1)c1cccc(NC(=O)C(C)C)c1
    -2, -5, 4
> CN1C(=O)CC(Sc2ncccc2C(=O)O)C1=O (centres undefined)
    1, -9, 0
> CCN(CC)CCOC(=O)c1ccc(NC(=O)C2(c3ccccc3)CCCC2)cc1
    6, 13, -1
> CC(/C=C/c1ccc2c(c1)OCO2)=N/NC(=O)CNc1ccc(C)cc1
    2, -2, 5

Additional structures follow.
Each structure is followed by: RAD54 inh, esBAF inh, PglD inh
> CCCc1cc(=O)[nH]c(SCC(=O)NC(=O)OCC)n1
    2, -6, 4
> COc1ccc(-c2csc3ncnc(N4CCN(c5cccc(Cl)c5)CC4)c23)cc1
    4, 6, -2
> C=CCn1c(COc2ccccc2F)nnc1SCC(=O)NC(=O)NCc1ccco1
    -4, -8, -5
> COc1ccc(NC(=O)NC2(C(=O)N3CCCCCC3)CCCCC2)cc1
    -4, -1, -3
> Cn1nnnc1SCc1nnc(-c2ccc(Cl)cc2)o1
    -38, 0, 4
> COc1ccc(-n2c(C)cc(=O)c3c2CC(C)(C)CC3=O)cc1
    -2, 0, 2
> CCCNC(=O)N1CCN(Cc2ccco2)CC1
    2, 2, -3
> CCc1ccccc1NC1=NCC(=O)N1Cc1ccc2c(c1)OCO2
    7, -5, -4
> CCc1nc2oc3ccccc3c(=O)c2c(=O)n1Cc1ccc(OC)cc1
    4, 4, 0
> COc1ccc(S(=O)(=O)N(C)CC(=O)Nc2ccccc2SC)cc1Cl
    -6, 4, 1
> Cc1cc(NC(=O)CSc2nc(-c3cccnc3)ccc2C#N)no1
    2, 3, -6
> Clc1ccc(-c2ccc(/C=N/Nc3cc(N4CCOCC4)nc(N4CCOCC4)n3)o2)cc1
    -2, -4, 4
> O=C/C(=C\Nc1ccc(Cl)cn1)c1nc2ccccc2o1
    -1, 2, 9
> Cc1[nH]c2ccccc2c(=O)c1SC(F)(F)C(F)C(F)(F)F (centres undefined)
    0, 2, -7
> Cc1cccc(Cn2cnc3ccccc32)c1
    -4, 2, -1
> O=C(COc1ccc(Cl)cc1)NNC(=O)C(=O)N1CCCCC1
    2, -8, 1
> CC(C)Nc1ccccc1
    -4, -1, -4
> c1ccc(-c2cn3nc(-c4ccccc4)sc3n2)cc1
    -7, -78, 6
> CN(C)/C=C/C(=O)c1ccc(N2CCN(c3ncc(C(F)(F)F)cc3Cl)CC2)cc1
    -6, 18, 1
> O=C(c1ccccc1)c1nn(-c2ccccc2)c(=O)cc1C(F)(F)F
    -9, -4, 5
> N#Cc1nc(COc2ccccc2)oc1N1CCN(Cc2ccccc2)CC1
    2, 4, -4
> CCCC(c1c(C)n(C)n(-c2ccccc2)c1=O)c1c(C)n(C)n(-c2ccccc2)c1=O
    -1, -4, 0
> CCCc1cc(=O)n2[nH]c(C)c(-c3ccccc3)c2n1
    2, 1, 7
> O=c1c2ccccc2cnn1-c1ccc(Cl)cc1
    6, 14, -7
> Cc1ccc(CNC(=O)Cn2c(=O)oc3ccccc32)o1
    0, -2, -4
> O=S(=O)(NCc1ccco1)c1ccc2c(c1)Cc1ccccc1-2
    3, 3, 2
> COc1ccc(OC)c(N2C(=O)CC(Cc3ccc(C)cc3)C2=O)c1 (centres undefined)
    5, -4, 0
> COc1ccc(OC)c2c(C)cc(N3CCN(C(=O)c4ccc(F)cc4)CC3)nc12
    -4, -1, -1
> CCCCCC/C(=N/O)c1ccccn1
    21, 34, 3
> CC(Sc1nnc(Cc2cccs2)n1C1CCCCC1)C(=O)N1CCc2ccccc21 (centres undefined)
    10, -2, -2

More results
Each structure is followed by: RAD54 inh, esBAF inh, PglD inh
> CC(NC(=O)c1ccnc(C(C)(C)C)c1)c1ccccc1 (centres undefined)
    0, -6, -1
> O=C(Nc1nc(-c2ccccn2)cs1)c1ccc(Br)s1
    3, 1, 5
> O=C1C2CCCCN2C(=O)N1CCN1CCN(c2ccc([N+](=O)[O-])cc2)CC1 (centres undefined)
    -1, -8, -5
> O=c1cc(CN2CCC3(CC2)OCCO3)c2c(ccc3ccccc32)o1
    8, -3, -2
> CC(=O)Nc1ccc2nc(-c3ccccn3)[nH]c2c1
    7, 33, -1
> CCOc1ccccc1C(=O)Nc1nnc(COC)s1
    4, -1, -4
> CC(=O)N1CCc2cc(S(=O)(=O)NCCC(=O)Nc3cc(C)cc(C)c3)ccc21
    10, -9, -3
> C=CCOC(=O)C1=C(C)Nc2ncnn2C1c1cc(Br)ccc1F (centres undefined)
    -9, 4, 2
> OC(c1cccc(Cl)c1)c1ncc(-c2ccc(C(F)(F)F)cc2)[nH]1 (centres undefined)
    5, -11, 0
> CN(CCCNC(=O)c1ccc(/C=N/O)nc1)CCCN(C)Cc1ccccc1
    5, 1, 2
> O=C(Oc1ccccc1)c1cc(O)c(O)c(O)c1
    -2, -1, -5
> O=C(COC(=O)/C=C/c1ccc(Cl)cc1)Nc1ccc2c(c1)OCCO2
    -4, 3, 8
> O=S(=O)(c1ccc(-c2csc(=Nc3ccccc3)n2CCCN2CCOCC2)cc1)N1CCOCC1
    9, -15, -5
> O=C(Nc1ccccc1-c1nc2ccccc2[nH]1)c1ccc(S(=O)(=O)N2CCCCC2)cc1
    2, -3, -2
> S=C(NCCc1ccc(Cl)cc1)NCc1ccccc1
    -6, -1, -3
> CCCCn1c(O)c(/C=C2\C=NN=C2c2ccccc2)sc1=S
    -2, 3, -5
> CN1CCN(c2ccccc2NC(=O)c2ccc(OCc3ccccc3)cc2)CC1
    -16, -11, -1
> CC(=O)c1ccc(-n2nnnc2SCC(=O)N2CCc3ccccc3C2)cc1
    -17, -3, 0
> CC(=O)Nc1ccc(Oc2cc(C#N)c(C#N)cc2N2CCOCC2)cc1
    1, -2, -4
> O=C(O)COc1ccc2c(c1)OCCO2
    7, -8, -1
> CCN(CCCNC(=O)C1CCN(S(=O)(=O)c2cnc[nH]2)CC1)c1ccccc1
    -3, -13, 1
> O=c1oc2ccccc2n1CCc1ccccc1
    -4, 20, 0
> CCOc1ccccc1N(CC(=O)Nc1ccccc1C(=O)OC)S(C)(=O)=O
    3, -2, -9
> Cc1cccc(OC(=O)c2ccc3nccnc3c2)c1
    -4, 1, -7
> CN(CCCNC(=O)c1ccc(N2CCCC2=O)cc1)c1ccccc1
    6, -2, -7
> O=C(CSc1nnc(-c2cccs2)n1Cc1ccco1)Nc1ccc2c(c1)OCO2
    -10, -4, -7
> CC1CCCN(C(=O)Cn2nnc(-c3cccnc3)n2)C1 (centres undefined)
    2, 8, 4
> Cc1ccc(OCCn2c(C)c(/C=N/n3cnnc3)c3ccccc32)cc1
    -4, -9, 5
> COc1ccc(C(=O)Cn2c(C(=O)/C=C/c3ccccc3)nc3ccccc32)cc1
    4, 7, -5
> O=C(NCC1COc2ccccc2O1)c1cn(Cc2ccc(F)cc2)nn1 (centres undefined)
    -2, -5, 1

Full records, looked up by structure.
OC(c1cccc(Cl)c1)c1ncc(-c2ccc(C(F)(F)F)cc2)[nH]1 (centres undefined) is listed as RAD54 inh = 5; esBAF inh = -11; PglD inh = 0
CCOc1ccccc1C(=O)Nc1nnc(COC)s1 is listed as RAD54 inh = 4; esBAF inh = -1; PglD inh = -4
O=C1C2CCCCN2C(=O)N1CCN1CCN(c2ccc([N+](=O)[O-])cc2)CC1 (centres undefined) is listed as RAD54 inh = -1; esBAF inh = -8; PglD inh = -5

Additional results
Each structure is followed by: RAD54 inh, esBAF inh, PglD inh
> O=C1CCCN1c1ccc(S(=O)(=O)NCCOc2ccccc2)cc1
    0, 5, 1
> Cc1cccc(NC(=O)c2ccc3ccccc3n2)c1C
    -3, 13, 0
> N#Cc1c(NC(=O)CCC(=O)O)sc2c1CCCC2
    0, -7, 11
> N#Cc1c(-c2ccccc2)nc2n(-c3ccccc3)nc(C(=O)Nc3ccccc3)n2c1=O
    -2, 4, 2
> CC#CCN(CC#CC)S(=O)(=O)c1ccc(S(=O)(=O)N2CCOCC2)cc1
    -9, -2, -1
> O=C(O)CCc1nn2cc(-c3ccccc3)nc2[nH]c1=O
    -6, -2, -1
> COc1cc(/C=N/NC(=O)c2cccs2)ccc1OCc1ccccc1
    5, 29, -1
> CCOC(=O)c1c(C)[nH]c(C)c1C(=O)COC(=O)CNC(=O)c1ccc(OCC)cc1
    3, 2, -5
> CC1=CCC2(CO)COC(c3ccccc3O)C1C2 (centres undefined)
    15, -3, -3
> CC1(Cc2cc(Cl)ccc2C(F)(F)F)C(=O)Nc2cc(F)ccc21 (centres undefined)
    -8, -7, -3
> O=C(CN(CC1CCCO1)C(=O)CCC(=O)Nc1nccs1)NCC1CCCO1 (centres undefined)
    0, -5, -5
> Cc1noc(C)c1S(=O)(=O)N1CCC(C(=O)Nc2ccc(OC(F)(F)F)cc2)CC1
    -7, 3, 4
> Nc1ncnc2c1ncn2[C@@H]1O[C@H](C(=O)N2CCN(Cc3ccccn3)CC2)[C@@H](O)[C@H]1O
    -11, -1, -4
> CN1CCN(C2=C(Cl)C(=O)N(C3CCCCC3)C2=O)CC1
    5, 1, -2
> COc1ccc(C2(C(=O)Nc3nncs3)CCCC2)cc1
    11, -11, 0
> O=C(O)c1ccn[nH]1
    2, -19, -7
> CCOC(=O)c1ccc2[nH]c(C)c(CN3CCN(C)CC3)c(=O)c2c1
    -7, -5, -1
> CCCC(=O)Nc1ccc(Cl)c(NC(=O)c2ccco2)c1
    7, 0, -5
> Cc1c(Cl)cccc1NC(=O)CCC(=O)NNC(=O)c1ccco1
    12, -6, -3
> COc1cc(C2C3=C(CC(c4ccco4)CC3=O)Nc3ccccc3N2C(C)=O)cc(OC)c1OC (centres undefined)
    3, 5, 3
> COc1ccc(C2=CC(c3ccc(OC)c(OC)c3)NC(=S)N2)cc1 (centres undefined)
    1, -2, 0
> COc1cccc(/C=N/n2nnnc2N)c1OCc1ccccc1Cl
    -1, -17, -2
> O=C(Cc1cccs1)NCc1ccco1
    1, -3, 2
> O=C(COc1ncnc2ccccc12)NC1CCS(=O)(=O)C1 (centres undefined)
    1, 2, -5
> O=C(c1cc2ccccc2o1)c1nc2c(n1O)CCCCC2
    -27, 17, 3
> c1ccc(-c2nnc(CSc3nncs3)o2)cc1
    -4, 20, -4
> CCn1c(SCC(=O)N2CCCc3ccccc32)nc2cccnc21
    -6, -5, -2
> COc1ccc2cc3cc(C(=O)NCC4COc5ccccc5O4)oc3nc2c1 (centres undefined)
    -7, 3, 1
> COc1cccc(/C=N/NC(=O)CC2C(=O)NN=C2C)c1OC (centres undefined)
    10, -4, -6
> Cc1cccc2cc(CN(CCN3CCCC3)C(=O)NC3CCCCC3)c(=O)[nH]c12
    1, -2, 5
> COC(=O)c1c(C)oc2ccc(OC(=O)N3CCOCC3)cc12
    -13, -10, -3
> Cn1c(/C=N/c2nc3ccccc3[nH]2)nc2ccccc21
    3, 28, -6
> Cc1cc(-n2nc(C)cc2C)nc(N)n1
    -44, -3, 2

Assay outcomes from PubChem BioAssay.
